Screening results deposited in PubChem by several laboratories.
EphB4 antag: EphB4-ephrin-B2 interaction antagonism; P54760; EphB4 LBD / TNYL-RAW-Alexa532 peptide, fluorescence polarization; inhibition, % at 7 µM; 97,000 compounds, 0.15% hits;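 active = inhibition above the screen-wide mean inhibition plus 3 SD, cut at about 15% in these data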;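 also: 0% = DMSO wells and 100% = excess unlabeled TNYL-RAW peptide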
Target sequence (P54760 whole entry, looked up, the tested form may be a part): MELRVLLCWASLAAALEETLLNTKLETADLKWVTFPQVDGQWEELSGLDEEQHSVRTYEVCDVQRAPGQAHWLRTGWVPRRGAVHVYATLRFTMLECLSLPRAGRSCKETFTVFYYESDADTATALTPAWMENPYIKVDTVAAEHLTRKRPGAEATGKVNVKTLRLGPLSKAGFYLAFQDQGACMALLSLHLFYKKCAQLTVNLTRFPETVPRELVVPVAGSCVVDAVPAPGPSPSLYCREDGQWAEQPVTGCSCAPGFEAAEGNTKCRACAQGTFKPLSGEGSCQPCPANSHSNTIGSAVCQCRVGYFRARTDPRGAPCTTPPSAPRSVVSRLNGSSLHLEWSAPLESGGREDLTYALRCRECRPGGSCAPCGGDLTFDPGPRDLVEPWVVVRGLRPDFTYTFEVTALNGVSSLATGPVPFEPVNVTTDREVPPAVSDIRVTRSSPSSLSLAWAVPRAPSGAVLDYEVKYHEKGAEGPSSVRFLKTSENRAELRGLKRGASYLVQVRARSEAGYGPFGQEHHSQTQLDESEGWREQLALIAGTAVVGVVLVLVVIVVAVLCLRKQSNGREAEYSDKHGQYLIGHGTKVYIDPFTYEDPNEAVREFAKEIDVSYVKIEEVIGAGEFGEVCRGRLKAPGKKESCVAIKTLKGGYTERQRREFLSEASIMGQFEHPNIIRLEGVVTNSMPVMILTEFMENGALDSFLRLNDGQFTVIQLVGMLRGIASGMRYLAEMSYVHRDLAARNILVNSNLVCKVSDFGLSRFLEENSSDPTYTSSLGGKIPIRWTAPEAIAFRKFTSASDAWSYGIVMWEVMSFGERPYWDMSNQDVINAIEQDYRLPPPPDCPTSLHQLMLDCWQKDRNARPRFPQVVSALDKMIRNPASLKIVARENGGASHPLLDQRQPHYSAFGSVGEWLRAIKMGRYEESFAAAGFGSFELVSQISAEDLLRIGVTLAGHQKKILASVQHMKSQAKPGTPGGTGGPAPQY
PLAP act: activates human placental alkaline phosphatase; P05187; purified PLAP enzyme, luminescent substrate read-out; active compounds read high; activation fold at 20 µM; 96,000 compounds, 1.2% hits; in the data active = activation fold above about 2
CYP2C9 act: increases human cytochrome P450 2C9 activity; P11712; recombinant CYP2C9, luciferin-H conversion, luminescence; active compounds read high; factor 1 = untreated enzyme, 0 = blocked; activation factor at 5 µM; 96,000 compounds, 1.4% hits;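 active = activation factor of 2 or more for CYP2C9 at a 5 µM dose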;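 also: 0 = sulfaphenazole-blocked wells and 1 = vehicle-only wells; values of inactives mirror those of a sister screen read the other way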
PTK2B oligo ant: antagonists of human Pyk2 oligomerization; Q14289; Q293 cells, Pyk2 FERM NanoBiT luminescence; active compounds read low; z-score (the deposit names both 25 µM and 10 µM); 99,000 compounds, 0.83% hits;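 active = Z-score of -3 or lower, scaled per plate to the spread of control and sample wells; inactive = z-score above -3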;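 also: negative z-score means lost luminescence so less FERM oligomerization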
PostGolgi yeast: growth inhibition of a yeast mutant, post-Golgi transport screen. post-Golgi transport phenotypic cell assay. inhibition, % at 10 µM. 98,000 compounds, 0.9% hits; in the data active = inhibition above about 30%;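 also: yeast cells grown in 1536-well plates; yeast grown about 18 h at 30C before absorbance read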
E coli WT exp: E. coli BW25113 growth inhibition, expanded screen; OD600 absorbance; growth inhibition, % at 100 µM; 98,000 compounds, 0.15% hits;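 active = growth inhibition above about 50% at one test dose, limit read from the data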;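 also: growth measured after 20 h incubation at 37 °C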
CYP2C19 inhib: human CYP2C19 inhibition. P33261. CYP2C19 Supersomes, luciferin-H EGE luminescence, 30 min. inhibition, % at 5 µM. 96,000 compounds, 21% hits. AID 778;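 active = CYP2C19 inhibition above a set limit at 5 µM in the primary screen, cut at about 50% in these data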;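 also: plate controls were negative control wells for no effect and 2.5 mM tranylcypromine positive control for full effect; values of inactives mirror those of a sister screen read the other way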
CYP2C19 act: cytochrome P450 2C19 (human) activation. recombinant CYP2C19, luciferin-H EGE luminescence; active compounds read high; 0 = fully inhibited enzyme, 1 = untreated enzyme. 96,000 tested, under 10 active. activation factor at 5 µM. P33261;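 active = activation factor of at least 2 at 5 µM in the primary screen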;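 also: 0 = wells with 2.5 mM tranylcypromine and 1 = vehicle-only wells; values of inactives mirror those of a sister screen read the other way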
CYP2C9 inh: blocks human cytochrome P450 2C9 | CYP2C9 Supersomes, luciferin-H conversion, luminescence | inhibition, % at 5 µM | 96,000 compounds, 20% hits;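 active = blocking of liver enzyme CYP2C9 beyond about 50% at 5 µM, limit read from the data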; also: values of inactives mirror those of a sister screen read the other way
Active calls of the source: *; . = not tested or not shown. Not all compounds are listed; rates above refer to the full screens.

# | Structure | EphB4 antag | PLAP act | CYP2C9 act | PTK2B oligo ant | PostGolgi yeast | E coli WT exp | CYP2C19 inhib | CYP2C19 act | CYP2C9 inh
1 | OC(CNC1CCCCC1)c1ccccc1 (stereo not drawn) | -1.9 | 1 | 0.7 | -0.72 | 0.2 | -3.0 | 58.5* | 0.4 | 28.7
2 | O=C(c1ccccc1)c1cn(CC(=O)N2CCCc3ccccc32)c2ccccc12 | 1.2 | 1.3 | 0.3 | -2.13 | 12.6 | -16.0 | 42.4 | 0.6 | 74.5*
3 | CCN(CC)CCNCC(=O)Nc1ccc(Cl)cc1C(=O)c1ccccc1 | 3.4 | 2.6* | 1 | 1.2 | -2.4 | -2.0 | 6.4 | 0.9 | 4.5
4 | CCOC(=O)CC1=C(C(=O)OCC)C2(C(=O)Nc3ccccc32)C(C#N)=C(N)O1 (stereo not drawn) | 2.9 | 1 | 1.1 | 0.17 | 20.1 | 3.0 | -5.7 | 1.1 | -9.3
5 | COc1ccc(N2CCN(C(CNC(=O)Oc3ccccc3)c3cccnc3)CC2)cc1 (stereo not drawn) | 8.5 | 1.2 | 1 | 0.02 | 3.7 | -11.0 | 7.0 | 0.9 | -2.1
6 | O=C(O)C1(c2ccc(Cl)cc2)CCC1 | -0.5 | 0.9 | 0.8 | -0.24 | -1.3 | 6.0 | 3.8 | 1 | 15.9
7 | CCOC(=O)c1ccc(NC(=O)c2c(O)[nH]c(=O)[nH]c2=O)cc1 | -2.0 | 1.1 | 0.9 | 0.12 | -2.1 | -1.0 | 12.5 | 0.9 | 12.5
8 | CCC1(c2ccccc2)C(=O)N(COC)C(=O)N(COC)C1=O | 3.5 | 1.1 | 0.9 | . | 1.3 | -5.0 | 79.4* | 0.2 | 12.2
9 | CC(C)Oc1ccc(Cc2c(O)[nH]c(=O)[nH]c2=O)cc1 | 0.4 | 1 | 1.1 | . | 4.3 | -4.0 | -9.0 | 1.1 | -5.6
10 | CCCCCCN=C(CC)c1c(O)n(CCCC)c(=O)[nH]c1=O | 7.3 | 1.1 | 0.1 | -2.1 | 0.9 | 0.0 | 73.6* | 0.3 | 93.6*
11 | Cc1cc(C=O)c(C)n1C1CCCCC1 | -1.9 | 0.9 | 1 | 0 | -1.0 | -2.0 | 7.9 | 0.9 | 2.2
12 | CCCCN1C(=O)/C(=C/c2ccc(N(C)C)cc2)C(=O)N(Cc2ccco2)C1=O | -20.6 | 1.2 | 1.1 | 0.76 | -2.5 | -8.0 | -6.1 | 1.1 | -7.0
13 | O=C(Cc1cccs1)N1CCC2(CC1)OCCO2 | -2.0 | 1.1 | 1.1 | -0.72 | 2.6 | 2.0 | 80.4* | 0.2 | -13.6
14 | O=P(c1ccccc1)(c1nc2ccccc2s1)N1CCOCC1 (stereo not drawn) | -0.6 | 1.2 | 0.7 | 0.19 | -4.7 | 5.0 | 28.0 | 0.7 | 34.8
15 | O=C(Cn1cc(C(=O)c2ccccc2)c2ccccc21)NCc1ccco1 | -2.5 | 0.9 | 0.2 | -3.24* | -2.9 | -5.0 | 82.4* | 0.2 | 82.2*
16 | CC(=NCc1ccco1)c1c(O)n(C)c(=O)n(C)c1=O | 3.3 | 1.2 | 0.8 | 0.35 | -2.1 | -5.0 | 35.5 | 0.6 | 18.4
17 | CCN1CCN(C(=O)Cc2coc3cc(C)cc(C)c23)CC1 | -6.2 | 1.1 | 1 | 0.74 | 5.6 | -4.0 | 89.1* | 0.1 | -3.2
18 | O=C(Nc1ccc(Br)cc1)c1nn(C23CC4CC(CC(C4)C2)C3)cc1Br | -1.2 | 0.8 | 0.7 | -0.55 | 5.8 | -14.0 | 20.2 | 0.8 | 33.5
19 | Clc1ccccc1Nc1ncnc(-n2cccc2)n1 | 0.4 | 0.9 | 0.9 | 0.25 | 10.3 | 22.0 | 31.2 | 0.7 | 14.5
20 | CC(C)C1(C)N=C(c2ncccc2C(=O)O)NC1=O (stereo not drawn) | 8.2 | 1 | 1.2 | -0.08 | -8.2 | 4.0 | -0.3 | 1 | -22.3
21 | CN1CCN(c2ccccc2N)CC1 | -1.4 | 1 | 0.6 | 1.02 | 5.0 | -2.0 | -7.0 | 1.1 | 43.2
22 | CCCCn1c(O)c(C=NCCN2CCCCC2)c(=O)[nH]c1=O | -0.4 | 1 | 1.1 | -0.05 | 0.3 | 0.0 | -12.8 | 1.1 | -12.6
23 | COC(=O)N(c1ccccc1)P1(=S)OCCO1 | . | 1.1 | 1.1 | 0.08 | -13.5 | -1.0 | 5.6 | 0.9 | -10.1
24 | O=C(Cc1ccccc1)N1CCN(Cc2cccnc2)CC1 | 8.6 | 1.1 | 1 | 1.13 | -4.9 | -2.0 | 75.5* | 0.2 | -1.3
25 | COC(=O)C1C2c3ccccc3OC1(C)N=c1s/c(=C/c3cn(C)nc3C)c(=O)n12 (stereo not drawn) | 4.4 | 1.2 | 0.6 | 0 | -5.0 | -5.0 | 5.0 | 0.9 | 43.7
26 | Cc1ccc(N(C)C(=O)Oc2ccc(C(=O)c3ccc(Cl)cc3)cc2)cc1 | 5.3 | 1.2 | 0.4 | -0.08 | 9.0 | -3.0 | 50.4* | 0.5 | 59.7*
27 | COc1ccc(OC)c(-n2c(O)c(C=NCc3ccc4c(c3)OCO4)c(=O)[nH]c2=O)c1 | 0.0 | 1.4 | 1 | 0.4 | -4.2 | -1.0 | 0.1 | 1 | -2.3
28 | COCCNC(=O)c1c(N)n(Cc2ccco2)c2nc3ccccc3nc12 | -3.8 | 1.4 | 0.7 | 0.95 | -1.1 | -25.0 | 9.6 | 0.9 | 27.2
29 | O=C(Cn1ncc2ccsc2c1=O)N1CCC2(CC1)OCCO2 | 3.9 | 1 | 1.1 | 2.82 | 6.9 | 4.0 | 14.0 | 0.9 | -10.1
30 | CC1(O)C[C@]2(C)N(O)C3CCCC[C@@H]3N2O1 (stereo partly drawn) | 2.0 | 1.2 | 1.2 | -0.14 | 6.8 | 2.0 | -14.7 | 1.1 | -16.5

Three compounds already listed, ordered by formula weight, rising:
# | Structure | EphB4 antag | PLAP act | CYP2C9 act | PTK2B oligo ant | PostGolgi yeast | E coli WT exp | CYP2C19 inhib | CYP2C19 act | CYP2C9 inh
21 | CN1CCN(c2ccccc2N)CC1 | -1.4 | 1 | 0.6 | 1.02 | 5.0 | -2.0 | -7.0 | 1.1 | 43.2
30 | CC1(O)C[C@]2(C)N(O)C3CCCC[C@@H]3N2O1 (stereo partly drawn) | 2.0 | 1.2 | 1.2 | -0.14 | 6.8 | 2.0 | -14.7 | 1.1 | -16.5
29 | O=C(Cn1ncc2ccsc2c1=O)N1CCC2(CC1)OCCO2 | 3.9 | 1 | 1.1 | 2.82 | 6.9 | 4.0 | 14.0 | 0.9 | -10.1

Further records follow.
# | Structure | EphB4 antag | PLAP act | CYP2C9 act | PTK2B oligo ant | PostGolgi yeast | E coli WT exp | CYP2C19 inhib | CYP2C19 act | CYP2C9 inh
31 | CCN1CC=C(c2c[nH]c3ccccc23)CC1 | 8.9 | 0.8 | 1.1 | 1.58 | 12.2 | -4.0 | -13.5 | 1.1 | -12.4
32 | CCOC(=O)c1c(N)n(Cc2ccccc2)c2nc3ccccc3nc12 | -5.5 | 0.9 | 0.9 | -2.35 | 7.3 | -6.0 | -1.0 | 1 | 12.0
33 | CCCn1ncc(C(=O)O)c1C | 1.0 | 0.8 | 1 | 0.6 | 1.2 | 3.0 | 1.6 | 1 | 3.0
34 | O=P(O)(O)C12CC3CC(CC(C3)C1)C2 | 4.5 | 1 | 0.4 | -0.07 | 1.6 | -2.0 | 44.6 | 0.6 | 62.3*
35 | CCOC(=O)c1c(C)c(C(=O)N2CCC3(CC2)OCCO3)c(C)n1CC | . | 1.4 | 0.7 | 1.92 | 5.0 | 2.0 | 49.7 | 0.5 | 31.2
36 | CCCCCCn1c(O)c(C(C)=NC)c(=O)[nH]c1=O | 0.0 | 1.4 | 0.4 | -1.43 | -4.2 | -4.0 | 82.6* | 0.2 | 61.1*
37 | ClC1=CCC2CN(CCN3CCCCC3)CC2C1 (stereo not drawn) | . | 1.2 | 1 | 0.26 | . | . | 13.0 | 0.9 | -1.9
38 | COC(=O)N(c1ccc(OC)cc1)P1(=S)OCCC(C)O1 (stereo not drawn) | 0.1 | 0.8 | 0.9 | -0.57 | 1.5 | -3.0 | 21.5 | 0.8 | 12.9
39 | NC12CN3CN(CN(C3)C1)C2 (tested in a mixture with another compound) | 9.4 | 1.1 | 2* | 0.03 | -10.0 | -6.0 | 4.6 | 1 | -96.8
40 | CC(C)c1ccc(N2C(=O)NC(=O)/C(=C\c3cnc(-c4ccccc4)nc3)C2=O)cc1 | 3.0 | 1.1 | 0.8 | 0.8 | 4.8 | 5.0 | 28.1 | 0.7 | 23.8
41 | Cc1ccccc1CS(=O)(=O)Cc1ccc(C(=O)N2CCC3(CC2)OCCO3)o1 | -10.0 | 1 | 0.7 | . | -1.9 | 5.0 | 25.4 | 0.7 | 26.9
42 | CCOC(=O)Cn1cc(C(=O)c2ccccc2F)c2ccccc21 | 3.2 | 0.9 | 0.5 | 0.15 | -1.6 | 12.0 | 68.2* | 0.3 | 48.4
43 | O=c1cccc2n1CC1CC2CN(Cc2c(Cl)cccc2Cl)C1 (stereo not drawn) | . | 1.4 | 0.3 | 0.21 | 5.2 | -18.0 | 97.2* | 0 | 70.0*
44 | C=CCC1(CN2CCCCCC2=O)C(=O)NC(=O)NC1=O | 4.5 | 0.9 | 1 | -1.18 | 6.5 | 3.0 | 0.5 | 1 | -2.8
45 | CCC(=NCc1ccco1)c1c(O)n(Cc2ccccc2)c(=O)[nH]c1=O | 2.2 | 1 | 0.6 | -0.23 | 13.8 | 10.0 | 49.6 | 0.5 | 35.4
46 | COC(=NC1CCCCC1)C(O)c1c[nH]c2ccccc12 (stereo not drawn) | 1.5 | 1.2 | 1.7 | -0.37 | -1.4 | -6.0 | 45.3 | 0.5 | -74.5
47 | CN1C2CCC1CC(OC(=O)c1cc(Cl)cc(Cl)c1)C2 (stereo not drawn) | 3.1 | 1.3 | 1.1 | -1.01 | 21.4 | 5.0 | 10.2 | 0.9 | -8.7
48 | c1ccc2c(CNC3CCCCC3)c[nH]c2c1 | -1.6 | 0.7 | 0.9 | . | 11.4 | 3.0 | 6.4 | 0.9 | 13.4
49 | Cc1cc(C=O)c(C)n1CC1CCCO1 (stereo not drawn) | 1.4 | 0.8 | 1 | -0.71 | -0.4 | 1.0 | 1.8 | 1 | -3.1
50 | CCc1c(C)nc(N)nc1N1N=C1SCC#N | 4.7 | 0.9 | 0.9 | 0.98 | -2.0 | 7.0 | -4.2 | 1 | 12.4
51 | CC(=O)c1c(C)n(CCCOC(C)C)c2ccc(O)cc12 | -1.3 | 0.9 | 0.4 | 0.37 | -4.4 | -4.0 | 62.0* | 0.4 | 55.2*
52 | O=C1NC(=O)C(=Cc2cn(CCOc3ccc4c(c3)OCO4)c3ccccc23)C(=O)N1 | -4.2 | 0.4 | 0.7 | -1.99 | 5.7 | -10.0 | 13.9 | 0.9 | 25.8
53 | Fc1ccc(N2CCN(Cc3ccc4c(c3)OCO4)CC2)cc1 | . | 1 | 0.9 | -0.14 | -5.3 | 16.0 | 22.5 | 0.8 | 14.2
54 | CC(c1ccccc1F)n1cc(C(=O)Nc2ccc3nc[nH]c3c2)nn1 (stereo not drawn) | 3.6 | 1.6 | 0.6 | 0.55 | -3.1 | 2.0 | 20.8 | 0.8 | 41.1
55 | CCCCn1c(O)c(C(C)=Nc2c(C)n(C)n(-c3ccccc3)c2=O)c(=O)[nH]c1=O | 4.1 | 1.2 | 0.6 | -0.13 | 13.2 | 0.0 | 3.5 | 1 | 36.3
56 | CCC(=O)N1CC(=O)Nc2ccc(F)cc2C1c1ccccc1 (stereo not drawn) | 2.5 | 1.1 | 1 | . | 1.4 | 5.0 | -0.4 | 1 | 2.2
57 | O=C(N/N=C1/CN2CCC1CC2)c1cccc(O)c1 | -1.8 | 1.1 | 1 | 0.62 | -0.7 | 1.0 | 10.8 | 0.9 | 1.1
58 | COC(=O)c1c(C)n(Cc2ccc3c(c2)OCO3)c2ccc(O)cc12 | 13.6 | 0.9 | 0.2 | -4* | -0.2 | 1.0 | 81.6* | 0.2 | 78.9*
